Assay outcomes from PubChem BioAssay.
Mot1-301 SUMO: inhibitors of SUMOylation pathway: yeast Mot1-301 growth rescue; S. cerevisiae Mot1-301 growth rescue, ATP luminescence, 38.5C; percent above DMSO median, 100 means doubled; AID 2716; 320,000 tested, 1% active; growth rescue, % at 18.8 µM;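 active = every valid replicate shows activation above 250% relative to neutral control wells; inactive = the rest, any valid replicate at or below 250%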;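 also: OY570 slx delta 5 strain wells were the positive control but not used for scaling; some compounds called inactive have numbers as strong as hits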
PKA-R2B activ: PKA-R2B complex activation. P22694+P31323. PKA-R2B holoenzyme dissociation, Cy5-IP20 fluorescence polarization; R2B truncated from residue 108, S112A mutant; 0% DMSO only, 100% 113 µM cGMP. activation, % at 11.4 µM. 340,000 tested, 0.079% active. AID 504700;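 active = activation above a cutoff set at the mean over all compounds plus 3 SD, cut at about 18% in these data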;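 also: higher means more holoenzyme dissociation and a rise in polarization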
Target sequence (P31323 whole entry, looked up, other chains not shown, the tested form may be a part): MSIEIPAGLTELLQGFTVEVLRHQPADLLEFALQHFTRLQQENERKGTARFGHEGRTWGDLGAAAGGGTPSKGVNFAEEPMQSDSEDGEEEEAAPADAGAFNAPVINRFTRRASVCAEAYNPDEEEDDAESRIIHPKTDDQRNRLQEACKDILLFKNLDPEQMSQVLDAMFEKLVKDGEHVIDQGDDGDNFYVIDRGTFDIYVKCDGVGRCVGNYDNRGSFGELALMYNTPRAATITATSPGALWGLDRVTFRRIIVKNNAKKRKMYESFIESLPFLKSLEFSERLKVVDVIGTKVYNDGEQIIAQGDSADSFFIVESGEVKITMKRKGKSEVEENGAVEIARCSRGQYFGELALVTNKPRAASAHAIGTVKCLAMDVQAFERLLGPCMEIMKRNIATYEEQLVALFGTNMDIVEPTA
PKA-R1A act: activators of PKA-R1A complex. P00514+P68181. PKA-R1A dissociation, Cy5-IP20 fluorescence polarization; scaled: DMSO 0%, 113 µM cGMP 100%. activation, % at 11.4 µM. 340,000 tested, 0.083% active;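 active = percent activation above the mean of all tested compounds plus 3 SD, cut at about 19% in these data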;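 also: higher means more PKAc released from R1A so a rise in polarization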
MITF act: increases MITF-driven TRPM1 promoter luciferase signal; SK-MEL-5 TRPM1-promoter luciferase, 24 h; % of positive control, neutral wells = 0; activation, % at 12.5 µM; 300,000 tested, 0.75% active; AID 588334;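 active = mean activation of at least 80% with every replicate also reaching 80%; inconclusive = mean reaches 80% but some replicate falls short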;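 also: 0% = neutral control wells and 100% = parthenolide positive control wells; values of inactives mirror those of a sister screen read the other way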
Pemphigus Ab inh: inhibitors of pemphigus antibody binding to human desmoglein-3; P32926; DSG3-coupled beads, scFv-anti-DSG3-GFP binding, flow cytometry; hits give low values; binding (percent of control), % at 10 µM; 310,000 tested, 0.48% active;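 active = binding more than 3 SD below its plate's average and above zero; inconclusive = below that plate limit but binding exactly zero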;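 also: hits lower antibody fragment binding to DSG3; some compounds called inactive have numbers as strong as hits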
Arr AP2 block: human beta-arrestin and AP2 interaction inhibition. 340,000 tested, 0.31% active. FITC-arrestin peptide / GST-AP2 beads, flow cytometry; AP2 beta2 appendage carries R879A mutation. inhibition, % at 10 µM;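 active = inhibition above a set limit, near 3 SD of compounds lacking own fluorescence, cut at about 54% in these data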;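 also: plate controls were DMSO wells for no effect and 5 µM unlabelled arrestin peptide for full effect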
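test system = AP2 appendage R879A on GSH beads | buffer or medium = PBS plus Tween 20 (0.05%) and BSA (0.1%) | incubation = 12 min plus 1 h, RT | detection = bead flow cytometry, FITC channel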
NSD2 inh: blocks human histone methyltransferase NSD2; NSD2 peptide methylation, AlphaScreen, 120 min; inhibition, % at 12.5 µM; 310,000 tested, 0.54% active; in the data active = inhibition above about 50%
SR-BI DiI-HDL act: enhances SR-BI lipid uptake from DiI-HDL. CHO ldlA[mSR-BI] cells, DiI-HDL uptake fluorescence, 3 h; 100 = double the neutral-control signal. activation, % at 12.5 µM. 320,000 tested, 0.096% active;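 active = mean replicate activation of at least 60% and every replicate at or above 60%; inconclusive = mean or all-replicate condition met, but not both; inactive = mean below 60% and not all replicates reaching 60%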;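 also: 0% = median plate neutral-control signal and 100% = twice that signal; values of inactives mirror those of a sister screen read the other way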
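Test system: SR-BI-overexpressing, LDLR-lacking CHO cells; Also added: labelled HDL, 10 µg/mL; Measured by: bottom-read cell fluorescence after medium removal, ex 550/em 595 nm; Timing: 3 h uptake period with compound, 37 °C; Buffer or medium: F12, 0.5% BSA, 25 mM HEPES; Doses: single compound concentration, delivered by pin transfer.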
CDK5 inh: inhibitors of human CDK5/p35 kinase; AID 488839; Q00535+Q15078; inhibition, % at 10 µM; 330,000 tested, 0.01% active; Recombinant CDK5/p35, ADP-Glo luminescence, 60 min;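 active = highest replicate inhibition of at least 50% and at least 75% of replicates reaching 50%; inconclusive = only one of the two criteria met; inactive = both criteria failed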;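 also: plate controls were DMSO neutral control for no effect and GW8510 at 10 µM for full effect; many of its hits are not listed in these tables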
Target sequence (Q00535 whole entry, looked up): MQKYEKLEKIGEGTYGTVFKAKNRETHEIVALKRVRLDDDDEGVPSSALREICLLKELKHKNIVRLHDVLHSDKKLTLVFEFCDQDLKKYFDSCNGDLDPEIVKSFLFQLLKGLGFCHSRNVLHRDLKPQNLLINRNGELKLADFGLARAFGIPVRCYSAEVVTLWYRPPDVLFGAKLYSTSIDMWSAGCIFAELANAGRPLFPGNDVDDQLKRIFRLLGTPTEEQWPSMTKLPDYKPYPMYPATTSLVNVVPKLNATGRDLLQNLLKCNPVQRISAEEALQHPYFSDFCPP
Target sequence (Q15078 whole entry, looked up): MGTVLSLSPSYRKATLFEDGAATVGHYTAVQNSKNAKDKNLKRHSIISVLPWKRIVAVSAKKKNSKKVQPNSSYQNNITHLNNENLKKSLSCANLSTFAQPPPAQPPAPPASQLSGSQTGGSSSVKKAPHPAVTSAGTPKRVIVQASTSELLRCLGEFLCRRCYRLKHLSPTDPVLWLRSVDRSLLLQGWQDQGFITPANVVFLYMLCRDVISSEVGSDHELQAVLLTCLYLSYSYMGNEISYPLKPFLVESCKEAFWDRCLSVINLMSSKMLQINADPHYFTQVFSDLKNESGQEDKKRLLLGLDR
SR-BI HDL uptake: mouse SR-BI HDL lipid transfer inhibition. Q61009. ldlA[mSR-BI] CHO cells, DiI-HDL uptake fluorescence, 3 h. inhibition, % at 12.5 µM. 320,000 tested, 0.96% active. AID 488896;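 active = mean replicate inhibition of at least 70% and a set share of replicates each scoring 70 or more; inconclusive = meets just one of the two criteria; inactive = fails both criteria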;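 also: 0% = median of neutral control wells and 100% = median of positive control wells; values of inactives mirror those of a sister screen read the other way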
dFosB act: activators of mouse delta FosB homodimer. activation, % at 25 µM. AID 493131. 340,000 tested, 0.99% active. P13346. purified delta FosB, TAMRA-CDK5 oligo fluorescence polarization; percent of positive-control signal above neutral wells;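 active = mean activation above about 17%, with every replicate also reaching it, limit read from the data, passing the limit was not always enough; inconclusive = only one of the two conditions met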;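 also: fluorescence polarization rise as delta FosB binds a TAMRA Cdk5 AP-1 oligo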
An asterisk follows results filed as active; ? = inconclusive; . = not tested or not shown. Not a hit list. Share with any hit: about 4.7%.

Screens in order – dFosB act	Pemphigus Ab inh	PKA-R1A act	PKA-R2B activ	SR-BI HDL uptake	SR-BI DiI-HDL act	Arr AP2 block	NSD2 inh	CDK5 inh	Mot1-301 SUMO	MITF act
- CCc1ccc(-n2nnnc2SCC(=O)NNC(=O)c2ccco2)cc1
    3	103	-20	-6	-16	16	24	-5	13	-7	6
- COc1ccccc1N(CC(=O)Nc1ccc2c(c1)OCO2)S(=O)(=O)c1ccccc1
    -6	99	4	-3	-9	9	-11	8	-0.7	489	.
- COc1ccc(NC(=O)CSCc2ccc(C)cc2)cc1
    9	101	-4	7	-21	21	10	-1	-2.6	53	3
- CCOC(=O)c1ccc(S(=O)(=O)N2CCN(C)CC2)cc1
    0	98	-4	2	5	-5	6	-2	3.5	-4	4
- CCOc1cc(C(=O)Nc2cc(C)ccc2C)ccc1OCC(=O)N1CCCCC1
    -9	103	-6	-6	47	-47	6	-3	0.1	16	-10
- Cc1ccc(-n2c(=O)c3sccc3n(CC(=O)NC3CCCC3)c2=O)cc1
    ?	115	1	-1	.	.	-1	-3	1.0	5	-8
- CCOc1cc(N2CCOCC2)c(OCC)cc1NC(=O)CN1CCC(Cc2ccccc2)CC1
    -9	96	-9	-10	29	-29	5	8	0.4	2	-2
- O=C(CCCCCCCC(=O)N1CCCC1)N1CCCC1
    2	127	-1	-5	-7	7	8	0	0.4	.	4
- Cc1c(NC(=O)COC(=O)CCc2c[nH]c3ccccc23)c(=O)n(-c2ccccc2)n1C
    2	91	-7	-8	-8	8	4	-1	0.4	10	0
- CCCCNCC1CCCO1 (configuration not stated)
    -1	98	0	-8	-6	6	-12	1	1.6	23	4
- O=C(COc1ccc(S(=O)(=O)NC2CCCCC2)cc1)NC1CCCCC1
    -2	.	-6	14	4	-4	3	3	-0.6	6	-1
- Cc1ccc2c(c1)N(CC(=O)Nc1ccccc1F)C(=O)CO2
    10	99	0	4	-2	2	-2	0	0.2	-2	15
- CC(Nc1ccc(Br)cn1)c1cc(Cl)ccc1O (configuration not stated)
    -3	101	-14	-8	13	-13	-6	-1	-0.1	.	.
- CCCOc1ccc2c3c(c(=O)oc2c1OCCC)CCCC3
    -13	94	0	1	31	-31	9	.	-1.1	-4	-4
- CCOC(=O)c1cnc2ccc(OCC)cc2c1NCc1ccccc1
    -4	117	9	-5	63	-63	4	-7	0.4	-7	4
- N/C(=N\OC(=O)c1ccccc1Cl)c1cccc([N+](=O)[O-])c1
    3	117	-1	3	-7	7	7	2	0.4	-2	.
- Cc1ccc(C)c(NC(=O)COC(=O)c2c(C)nn(-c3ccccc3)c2C)c1
    -30	103	-4	-4	0	0	-8	-2	0.3	-14	1
- O=C(CNC(=O)c1cccc(F)c1)NC1CC1
    -2	92	-3	-4	-20	20	11	-4	0.6	-4	-9
- OCc1cccc[n+]1Cc1ccccc1
    -1	105	-4	7	-16	16	6	7	-0.4	163	.
- Oc1ccc(N=Nc2ccc3c(c2)OCCO3)c(O)c1
    -4	91	-3	-12	0	0	3	-6	-2.4	4	15
- CC(C)c1ccc(NC(=O)C2C3C=CC4(O3)C2C(=O)N(CCCN2CCOCC2)C4C(=O)NC2CCCCC2)cc1 (configuration not stated)
    -9	118	-1	-12	.	.	24	-1	-4.1	12	9
- CC[C@H]1C(=O)[C@@H](Cc2ccccc2)[C@@H]2CCN3C(=O)CCC[C@H]1[C@H]23
    1	105	-3	1	-14	14	-2	.	0.1	.	6
- CCCN(c1nc(C)cc(OC)n1)S(=O)(=O)c1ccccc1
    -2	95	8	5	-9	9	-2	-4	1.3	-8	3
- CC(C)NC(=O)Cn1nc(C(F)(F)F)c2c1CCC2
    -4	110	-9	-9	-5	5	1	-1	1.7	1	-3
- NNc1nc(Nc2ccc([N+](=O)[O-])cc2)nc(N2CCCCCC2)n1
    67*	106	-1	-7	-2	2	38	-1	0.1	-6	9
- CCN1CCN(c2ncc3c(n2)CC(c2ccc(OC)c(OC)c2)CC3=O)CC1 (configuration not stated)
    -2	102	5	-18	-16	16	7	32	0.1	6	.
- Cc1ccc(NC(=O)C(C)Sc2nc(-c3ccccc3)cc(=O)[nH]2)cc1 (configuration not stated)
    -8	94	9	-1	5	-5	12	3	-0.5	258	0
- O=C(COc1ccc(Cl)cc1Cl)N1CCNC1=O
    5	95	-4	4	-10	10	29	6	0.0	11	23
- Cc1ccccc1NC(=O)Cc1nc(COC(=O)c2cccnc2Cl)cs1
    -10	.	0	3	6	-6	-6	-2	0.3	90	-1
- COc1cccc(/C=C/C(=O)OCC(=O)NCc2ccco2)c1OC
    -4	91	4	2	-7	7	15	3	-4.7	-7	-5
- CC(C)C[C@@H](CN1CCCC1CN1C(=S)NC[C@@H]1Cc1ccc(O)cc1)N1C[C@H](Cc2ccc(O)cc2)N(CC2CCCCC2)C1=S (some centres not stated)
    37*	102	-2	-7	-76	76*	-2	.	1.1	.	-25
- CCC(Oc1ccc(C)c(C)c1)C(=O)O (configuration not stated)
    -1	102	5	0	-10	10	8	-3	-1.0	165	-6
- O=C(CN1CCCCC1)Nc1scc2c1c(=O)oc1ccccc12
    1	97	-3	5	-15	15	26	.	1.5	1	.
- CCC(CC)C(=O)N1CC(=O)Nc2ccc(F)cc2C1c1ccccc1 (configuration not stated)
    2	101	-2	9	-4	4	25	-5	0.5	-29	-5
- O=C(O)c1cn(-c2ccccc2)nc1-c1cccnc1
    -7	96	-4	2	-30	30	-6	-1	0.7	2	5
- O=C1c2ccccc2C(=O)N1CCCN1C(=O)c2ccccc2C1=O
    ?	-1.0*	10	0	-6	6	10	-1	-4.3	.	5
- Cc1ccc(Oc2cc(C)nc(-c3ccccc3O)n2)cc1
    -7	108	-2	5	30	-30	23	-1	0.9	16	18
- CCN(CC)S(=O)(=O)c1cccc(C(=O)NC(C)C(c2cccs2)N2CCCC2)c1 (configuration not stated)
    -6	115	12	5	6	-6	2	-4	1.0	85	0
- Cn1cnc2cc(NCc3ccccc3O)ccc21
    -8	102	-14	3	-20	20	9	12	-0.7	-9	16
- COc1ccccc1-c1oc2ccccc2c1-c1ccc2c(c1)OCO2
    0	104	-6	-3	40	-40	-2	.	-2.4	5	-7
- O=C(c1ccc2c3c(cccc13)CC2)C1CCCN(Cc2ccncc2)C1 (configuration not stated)
    -2	94	1	-3	.	.	45	7	2.0	167	-12
- O=C1CCCC1C(=O)Nc1ccc2ccccc2c1 (configuration not stated)
    3	91	-9	-10	8	-8	-6	-1	0.3	-9	44
- O=C(O)c1cnn(-c2nc(-c3ccc(Br)cc3)cs2)c1C(F)(F)F
    -1	97	-15	-7	.	.	1	0	0.2	-20	.
- Cc1ccc(Oc2ncccc2/C=N/OCc2ccc(Cl)c(Cl)c2)cc1
    -7	113	-8	-3	.	.	-2	0	0.9	192	-4
- CCCN1CCN(CCCNC(=S)Nc2ccc3nc(N4CCN(CC)CC4)cc(C)c3c2)CC1
    8	91	4	3	.	.	11	.	-1.4	-23	11
- COc1ccc(N(Cc2cc3ccccc3[nH]c2=O)S(=O)(=O)c2ccc(C)cc2)cc1
    -6	97	-8	-3	-9	10	29	.	-0.4	12	.
- NS(=O)(=O)c1ccc(NC(=O)c2cc(-c3ccccc3O)n[nH]2)cc1
    -5	96	-3	-5	27	-27	-13	-1	0.6	15	10
- O=C(CCn1nc(-c2ccc(Cl)cc2)ccc1=O)N1CCN(c2ccccn2)CC1
    -9	100	1	2	23	-23	-5	0	-0.6	.	-9
- Cc1sc2nc(-c3cccnc3)[nH]c(=O)c2c1-c1ccccc1
    -11	107	0	-11	.	.	26	2	1.6	-11	-5
- O=C(Cc1ccc(Br)cc1)NC1CCCCC1
    -6	100	-2	2	-15	15	-2	0	-2.2	-2	32
- C=CCn1c(N)c(C(=O)OCC)sc1=S
    -10	.	-6	-2	12	-12	-9	14	1.0	2	.
- O=C(Cn1c2ccccc2c(=O)c2ccccc21)N/N=C/c1cc([N+](=O)[O-])ccc1N1CCCCC1
    -1	107	-14	8	37	-37	0	-1	0.8	-3	-62
- O=C(c1ccccc1-c1nc(-c2ccccc2Cl)no1)N1CCOCC1
    -4	106	-12	-9	5	-5	-10	-3	1.1	1	5
- O=C(O)C1CCCCC1C(=O)N1CCN(S(=O)(=O)c2ccc(F)cc2)CC1 (configuration not stated)
    -2	.	-7	3	-6	6	7	-3	-1.6	-20	7
- O=C(O)C1C2CCC(C2)C1C(=O)N1CCCC1 (configuration not stated)
    3	106	-4	-10	-10	10	-17	0	-3.4	-5	-13
- COc1ccccc1Nc1ccc([N+](=O)[O-])cc1N
    0	95	-13	0	35	-35	-1	21	1.6	275	-6
- Cc1nc2scc(C)n2c(=O)c1S(=O)(=O)NCC1CCN(Cc2ccc(Cl)cc2)CC1
    -1	102	6	-6	0	0	-7	4	.	13	0
- Cc1cccc2c1N(CCOc1ccc(C(C)(C)C)cc1)C(=O)C2=O
    5	103	-11	-11	-2	2	7	-1	-0.1	4	10
- CCN(CC)CCNC(=O)Cc1c(C(=O)O)n(CC)c2ccccc12
    0	103	0	6	-18	18	1	.	-0.4	98	-8
- O=C(CNC(=O)c1ccc(Cl)cc1Cl)OCCOc1ccccc1
    3	98	0	-4	19	-19	23	.	0.0	-17	44
- O=C(CNC(=O)c1ccc(N2C(=O)c3ccccc3C2=O)cc1)OCC(=O)c1ccc(Cl)cc1
    113*	87	-12	-5	25	-25	1	0	-1.7	24	-7
- O=C(O)C1C2C=CC(C2)C1C(=O)NCCCn1ccnc1 (configuration not stated)
    4	106	0	16	-6	6	-3	-2	-0.4	-30	0
- CCc1cccc(NC(=O)CCCn2nc(C)c3c(C)n(-c4ccccc4)nc3c2=O)c1
    -16	100	0	4	5	-5	-9	26	-0.3	-9	-8
